Screens as filed in PubChem.
ERG-DNA inh: ERG Ets/DNA interaction inhibition | P11308 | fluorescence polarization, His-ERG Ets domain / labelled DNA | Potency, µM (top dose mostly 76.9 µM), inactives show top-dose FP activity, negative = inhibition, usual class: inhibitors | hit rate 0.028% among 370,000 | AID 624246; active = well fitted inhibition curve with a large enough effect in the polarisation, with a control signal flat; inconclusive = small, poorly fitted or top-dose-only effect, or effect the other way, or a change in a side signal; inactive = no such curve, though single readings can be large or run the other way; the % refers to the polarisation;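 note: polarization taken with two DNA probes labelled with fluorescein and Texas red; potency is the fitted concentration of half-maximal effect; % of control where 0% means no effect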
Target sequence (P11308 whole entry, looked up, the tested form may be a part): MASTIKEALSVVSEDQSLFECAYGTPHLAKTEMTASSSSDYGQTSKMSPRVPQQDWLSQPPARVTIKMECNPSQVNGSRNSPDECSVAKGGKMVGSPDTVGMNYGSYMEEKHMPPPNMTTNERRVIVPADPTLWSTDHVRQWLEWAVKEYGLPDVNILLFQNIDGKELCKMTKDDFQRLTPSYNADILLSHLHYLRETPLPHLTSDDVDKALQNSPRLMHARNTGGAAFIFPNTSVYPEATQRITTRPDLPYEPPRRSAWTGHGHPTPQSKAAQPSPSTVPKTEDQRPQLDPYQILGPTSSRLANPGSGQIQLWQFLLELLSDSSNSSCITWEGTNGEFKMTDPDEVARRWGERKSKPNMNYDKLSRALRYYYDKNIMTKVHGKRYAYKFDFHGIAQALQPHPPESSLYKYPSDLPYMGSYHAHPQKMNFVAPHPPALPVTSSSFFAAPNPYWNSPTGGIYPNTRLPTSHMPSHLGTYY
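His-tagged ERG Ets domain (1 uM in the protein solution; 300mM KCl, 50mM Tris-HCl, 1mM EDTA, 1mM DTT, pH 7.5) received compound, then a probe mix of 5 nM fluorescein-DNA and 100nM Texas-615-DNA. Fluorescence polarization was read for both dyes.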
Pol beta inh: blocks human DNA polymerase beta activity | Pol beta primer extension/strand displacement, fluorescence kinetic | Potency, µM (titrated, usually from 114 µM), for inactives: top-dose activity change, negative = inhibition, usual class: inhibitors | P06746 | AID 485314 | hit rate 1.3% among 340,000; note: potency is the fitted concentration of half-maximal effect; % is set by controls: 0 for no effect and ±100 for the full control effect
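Values derive from four-parameter Hill fits of normalized kinetic data: reads at 0 and 10 min following addition of 50 nM substrate to 10 nM Pol beta preincubated 15 min with compound.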
12-LOX inh: inhibitors of human 12S-lipoxygenase ALOX12 | P18054 | purified 12hLO, xylenol orange hydroperoxide absorbance | Potency, µM (top dose mostly 108 µM), inactives show top-dose activity change, negative = inhibition, most hits filed as inhibitors | hit rate 1.1% among 580,000 | AID 1671190; note: potency is the fitted concentration of half-maximal effect; % is set by controls: 0 for no effect and ±100 for the full control effect
Target sequence (P18054 whole entry, looked up): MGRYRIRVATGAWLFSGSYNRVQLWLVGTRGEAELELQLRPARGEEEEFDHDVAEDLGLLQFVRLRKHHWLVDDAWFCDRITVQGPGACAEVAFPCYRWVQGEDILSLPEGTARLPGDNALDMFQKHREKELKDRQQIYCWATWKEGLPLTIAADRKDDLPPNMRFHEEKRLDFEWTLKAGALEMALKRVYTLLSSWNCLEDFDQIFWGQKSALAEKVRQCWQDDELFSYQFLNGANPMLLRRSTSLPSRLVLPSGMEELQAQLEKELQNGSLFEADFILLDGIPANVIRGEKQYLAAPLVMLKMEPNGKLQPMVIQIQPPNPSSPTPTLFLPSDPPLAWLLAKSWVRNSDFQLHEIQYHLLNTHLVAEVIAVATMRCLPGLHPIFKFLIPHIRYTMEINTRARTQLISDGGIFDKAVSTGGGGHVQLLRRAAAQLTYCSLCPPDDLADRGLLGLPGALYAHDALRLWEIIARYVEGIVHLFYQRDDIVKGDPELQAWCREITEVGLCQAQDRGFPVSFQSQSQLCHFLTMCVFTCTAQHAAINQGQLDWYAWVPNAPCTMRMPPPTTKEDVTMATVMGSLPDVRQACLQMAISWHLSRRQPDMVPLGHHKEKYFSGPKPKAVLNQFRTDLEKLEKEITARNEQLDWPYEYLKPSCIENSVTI
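Hydroperoxide product was detected by ferrous iron/xylenol orange as the 573 to 405 nm absorbance ratio. Arachidonic acid at 40 uM (final) was turned over for 30 min at room temperature by 150 nM human 12hLO, pH 7.0 Hepes buffer, after 15 min compound preincubation.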
RGS4 inh: inhibitors of human regulator of G protein signaling 4; Transcreener GDP fluorescence polarization, RGS4-accelerated GTP hydrolysis; Potency, µM (top dose mostly 114 µM), for inactives: at the top dose activity change, negative = inhibition, most hits filed as inhibitors; hit rate 0.039% among 390,000; P49798; note: potency is the fitted concentration of half-maximal effect; % is set by controls: 0 for no effect and ±100 for the full control effect; nearly all actives have a fitted effect of over 75% in size; some results filed as inactive show a strong effect at the top dose
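MLSMR compounds (23 nl, pin-transferred) preincubated 10 min at room temperature with a 500nM (2x) first reagent, then RGS4 at 900nM (2x) plus Transcreener GDP mix added; fluorescence polarization (620/688 nm) read before and after 90 min at 30 °C.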
APEX1 inh: blocks human APE1 abasic DNA cleavage. P27695. recombinant APE1, TAMRA/BHQ-2 abasic DNA cleavage fluorescence. Potency, µM (top dose mostly 65.8 µM), for inactives: at the highest dose activity change, negative = inhibition, hits mostly inhibitors. hit rate 0.35% among 350,000;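 note: potency is the fitted concentration of half-maximal effect; plate controls were vehicle for no effect and reference inhibitor for full effect; nearly all actives have a fitted effect of over 55% in size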
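Activity was derived from the fluorescence gain between first and third kinetic reads (60 s intervals, ex 525/em 598 nm) after 50 nM THF-abasic TAMRA/BHQ-2 duplex was added to 0.75 nM APE1 preincubated 15 min with compound.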
LDHA inh: LDHA (human) enzyme inhibition | P00338 | hit rate 0.15% among 480,000 | activity change, % (values are at about 110 or 230 µM) | purified LDHA, NADH/diaphorase-resazurin fluorescence; active compounds read low | AID 1347041; in the data active = activity change below about -30%; inconclusive = mostly about -25% to -30%;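 note: plate controls were DMSO wells for no effect and wells without enzyme for full effect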
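Resorufin fluorescence (ex540/em590), read at 0 and 20 min after diaphorase/resazurin addition, reports the NADH left after a 5 min room-temperature reaction of 2 nM human LDH5 with 0.06 mM NADH and 0.2 mM pyruvate.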
POLH inh: blocks human DNA polymerase eta activity | Q9Y253 | AID 588591 | recombinant Pol eta, fluorescent DNA replication assay | Potency, µM (doses to about 114 µM), without a hit: top-dose activity change, negative = inhibition, usual class: inhibitors | hit rate 1.2% among 390,000; note: potency is the fitted concentration of half-maximal effect; % is set by controls: 0 for no effect and ±100 for the full control effect
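Fluorescent replication assay: 50 nM final substrate added after a 15 min room-temperature compound preincubation with 10 nM enzyme. Signal taken at 0 min and again at 10 min.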
Pol kappa inh: inhibitors of human DNA polymerase kappa; Q9UBT6; purified Pol kappa, fluorescent DNA synthesis assay, 10 min; Potency, µM (top dose mostly 107 µM), inactives show at the highest dose activity, negative = inhibition, actives largely listed as inhibitors; hit rate 0.53% among 400,000; AID 588579; note: potency is the fitted concentration of half-maximal effect; % is set by controls: 0 for no effect and ±100 for the full control effect
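50 nM final substrate added after 15 min RT preincubation of 10 nM Pol kappa with compound; fluorescence read at 0 and 10 min.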
Apoferritin bind: binds horse apoferritin like a general anesthetic; Potency, µM (titrated, usually from 77.5 µM), inactives show at the top dose activity change, negative = displacement, hits mostly inhibitors; hit rate 0.074% among 350,000; apoferritin/1-aminoanthracene competitive binding, fluorescence; P02791; note: potency is the fitted concentration of half-maximal effect; % is set by controls: 0 for no effect and ±100 for the full control effect; nearly all actives have a fitted effect of over 20% in size
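Horse-spleen apoferritin (10 uM) in 50% saturated 1-aminoanthracene in PBS was incubated 10 min at room temperature with compound. Fluorescence (ex 380, em 535 nm) was normalized to free and bound 1-AMA, with concentration-response fitted by a four-parameter Hill equation.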
* marks the source's active call; other numbers are inactive results; ? = inconclusive; . = not tested or not shown; & = joins results of further samples; [ ] = another dose, or the depositor's remark. Unless noted, calls come from the whole dose curve; as a rule, active = well fitted curve in the direction sought with a large enough effect; inconclusive = small, poorly fitted or top-dose-only effect, or another doubt; inactive = no such curve, though single readings can be large; an effect the other way counts as inactive or inconclusive.

Structure	ERG-DNA inh	Pol beta inh	12-LOX inh	RGS4 inh	APEX1 inh	LDHA inh	POLH inh	Pol kappa inh	Apoferritin bind
Cc1ccc(S(=O)(=O)N(CCc2ccccc2)CC(=O)Nc2ccc(Br)cc2)cc1	-0.2%	1.7%	-0.6%	-14.3%	.	-0.6	-15.2%	1.9%	90.2%[activator]
O=C(c1cccc([N+](=O)[O-])c1)N(c1ccccn1)c1ccccn1	-2.6%	-2.9%	5.7%	21.7%	-1.7%	-0.1	-19.5%	-16.6%	-8.5%
CC(C)NC(=O)c1ccc(NC(=O)CC2SC(N3CCCCC3)=NC2=O)cc1 (centres undefined)	6.6%	.	7.0%	-5.3%	13.7%	-2.2	-11.1%	-19.6%	.
Cc1cccc2cc3c(NC(=O)C(C)C)nn(C)c3nc12	2.1%	2.0%	368.7%[activator]	-0.2%	8.1%	-3.3	-17.8%	-6.4%	-2.1%
COc1ccc(-c2ocnc2C(=O)N2CCN(C(c3ccccc3)c3ccccc3)CC2)cc1	1.8%	10.9%	-13.8%	-11.5%	1.2%	0.1	-25.5%	1.7%	-10.9%
Cc1cn2c(=O)cc(COc3ccccc3NC(=O)c3ccc(C(C)(C)C)cc3)nc2s1	1.8%	19.2%	-21.5%	2.5%	.	2.0	-5.4%	-11.9%	-0.3%
COC(=O)Cc1cc(=O)n2[nH]c(C)c(-c3ccccc3)c2n1	3.1%	13.4%	9.0%	1.3%	0.3%	3.0	-13.7%	-11.2%	-10.4%
CCCCNC(=O)CSc1nc2cc3c(cc2c(=O)n1CCCC(=O)NCCc1ccc(OC)c(OC)c1)OCO3	-0.7%&-0.8%	15.0%&5.2%	-23.1%&-8.8%	-15.0%&8.4%	-6.7%	2.3&-9.2	-13.8%&-8.9%	2.9%	-6.3%&3.9%
COc1ccccc1NC(=O)C(=O)Nc1ccc2c(c1)N(C(=O)C1CC1)CCC2	8.8%	.	-7.2%	-14.4%	7.3%	-5.0	4.7%	-4.1%	.
Cc1cc(F)ccc1NCc1ccncc1	.	12.2%	-15.6%	3.8%	0.0%	6.9	-11.9%	0.0%	-23.8%
CC(C)C(NS(=O)(=O)c1cccc2nsnc12)C(=O)NCc1ccc2c(c1)OCO2 (centres undefined)	2.8%	5.9%	6.1%[57.4 µM]	10.7%	?	-7.9	-1.2%	0.8%	-16.0%
O=C(NCCCN1CCCC1)c1ccc2c(Cl)c3c(nc2c1)CCCC3	4.5%	5.4%	-14.8%	-13.5%	3.6%	-9.7	3.0%	-4.8%	?
COc1ccc(CNC(=O)COC(=O)c2cccc(S(=O)(=O)N3CCOCC3)c2)cc1	.	.	?	-45.9%	-3.3%	-7.2	-15.5%	-2.2%	.
CCNc1ncnc2c1cnn2C1CCCCO1 (centres undefined)	0.3%	.	1.4%	23.2%	.	-2.3	1.1%	2.1%	.
COc1ccccc1N1C(=O)[C@@H]2[C@H](C1=O)[C@H](C(=O)c1ccc(OC(C)=O)cc1)N1N=CC=C[C@@H]21	12.1%	-16.8%	?	-26.0%	-7.5%	4.3	-16.8%	-14.4%	-10.1%
CCC(C)(C)NC(=O)C(c1cccn1C)N(C(=O)Cn1nnc2ccccc21)c1ccc(OC)cc1 (centres undefined)	-0.1%	21.5%	0.0%	-13.8%	-5.4%	0.0	-9.0%	-3.5%	-5.3%

4 of the compounds above, with each value named.
> COc1ccccc1N1C(=O)[C@@H]2[C@H](C1=O)[C@H](C(=O)c1ccc(OC(C)=O)cc1)N1N=CC=C[C@@H]21
  ERG-DNA inh = 12.1%; Pol beta inh = -16.8%; 12-LOX inh = ?; RGS4 inh = -26.0%; APEX1 inh = -7.5%; LDHA inh = 4.3; POLH inh = -16.8%; Pol kappa inh = -14.4%; Apoferritin bind = -10.1%
> Cc1cc(F)ccc1NCc1ccncc1
  ERG-DNA inh = .; Pol beta inh = 12.2%; 12-LOX inh = -15.6%; RGS4 inh = 3.8%; APEX1 inh = 0.0%; LDHA inh = 6.9; POLH inh = -11.9%; Pol kappa inh = 0.0%; Apoferritin bind = -23.8%
> O=C(NCCCN1CCCC1)c1ccc2c(Cl)c3c(nc2c1)CCCC3
  ERG-DNA inh = 4.5%; Pol beta inh = 5.4%; 12-LOX inh = -14.8%; RGS4 inh = -13.5%; APEX1 inh = 3.6%; LDHA inh = -9.7; POLH inh = 3.0%; Pol kappa inh = -4.8%; Apoferritin bind = ?
> CCNc1ncnc2c1cnn2C1CCCCO1 (centres undefined)
  ERG-DNA inh = 0.3%; Pol beta inh = .; 12-LOX inh = 1.4%; RGS4 inh = 23.2%; APEX1 inh = .; LDHA inh = -2.3; POLH inh = 1.1%; Pol kappa inh = 2.1%; Apoferritin bind = .

Following part:
Structure	ERG-DNA inh	Pol beta inh	12-LOX inh	RGS4 inh	APEX1 inh	LDHA inh	POLH inh	Pol kappa inh	Apoferritin bind
CCCN1Cc2cccc(C(=O)N3CCN(c4ccc(F)cc4)CC3)c2C1=O	-3.0%	30.0%	0.0%	19.1%	1.6%	-7.6	2.9%	-6.3%	-10.2%
COc1ccc(CNC(=O)c2noc(C)c2[N+](=O)[O-])cc1	2.3%	?	0.6%	-3.6%	15.5%	-0.7	-12.6%	23.5%	-7.8%
CC1CCCC(NC(=O)COC(=O)c2ccccc2Sc2ccccc2C#N)C1C (centres undefined)	-8.7%	11.7%	-13.0%	-8.0%	1.3%	-7.3	-7.2%	-0.9%	-4.3%
CCCCNC(=O)c1ccc(NS(=O)(=O)c2ccc3[nH]c(=O)[nH]c3c2)cc1	16.3%	-19.8%	-5.0%	4.6%	-42.3%	1.6	-7.7%	-8.6%	-18.9%
COc1cc(CN2CCN(S(=O)(=O)c3ccc(NC(C)=O)cc3)CC2)cc(OC)c1O	.	0.7%	.	13.9%	12.0%	8.7	-11.8%	-3.1%	-13.3%
Cc1ncoc1C(=O)N1CCCC(N2CCN(c3cccc(C(F)(F)F)c3)CC2)C1 (centres undefined)	-12.2%	0.4%	12.4%	-1.8%	-4.3%	0.5	-6.6%	-8.2%	-11.1%
O=C(NCCCn1ccnc1)c1cc(C2CC2)on1	-8.4%	12.7%	41.8%[activator][57.4 µM]	-8.8%	0.6%	-0.3	-5.5%	7.3%	2.1%
COc1ccc(NC(=O)O/N=C/c2ccc(N(C)C)cc2)cc1	-2.6%	?	0.0%	-2.4%	2.2%	1.8	-11.9%	-6.9%	-4.3%
CCCCCC(C)NC(=O)CN1C(=O)NC(C)(c2ccc3ccccc3c2)C1=O (centres undefined)	2.7%	7.1%	-16.4%	-29.7%	3.6%	1.4	-27.8%	-3.2%	-14.7%
COC(=O)[C@H](C)NC(=O)NCCC1=CCCCC1	4.5%	2.8%	0.0%	?	-3.0%	3.3	-12.8%	6.5%	-1.9%
CCCC(=O)Oc1cccc(C2NC(=O)c3ccccc3O2)c1 (centres undefined)	-8.9%	-13.5%	12.4%	33.5%	0.7%	-0.7	-3.7%	-1.9%	?
O=C(OC(C(=O)NC1CCCC1)c1ccncc1)C1=Cc2ccccc2OC1 (centres undefined)	-7.6%	28.7%	-0.4%	-17.5%	-0.6%	1.2	-5.5%	3.3%	-5.0%
O=C(O)c1cccc(NC(=S)NC(NC(=O)c2ccccc2[N+](=O)[O-])C(Cl)(Cl)Cl)c1 (centres undefined)	2.5%	-7.2%	-12.7%	26.1%	2.2%	-3.4	-15.0%	-10.0%	-3.2%
COc1ccc(CNC(=O)c2ccc(NC(=O)N3CCCCc4ccccc43)cc2)c(OC)c1	5.2%	12.7%	-19.9%	-15.2%	.	-4.1	-13.6%	-0.5%	1.2%
Cc1cc(C)cc(OCC(=O)OCC(=O)Nc2ccc(Cl)cn2)c1	4.1%	14.3%	0.0%	10.7%	3.5%	-4.4	-13.4%	-14.1%	?
CN(Cc1ccccc1)C(=O)c1cn(C)c2ccc(S(=O)(=O)N3CCCC3)cc2c1=O	-1.1%	2.1%	0.5%	-27.4%	55.5%[activator]	0.6	-9.7%	9.7%	-8.7%
C[N+](C)(C)CCCC(=O)c1ccc2c(c1)OCO2	1.0%	19.9%	14.6%	3.4%[11.4 µM]	-10.8%	4.4	-27.1%	-10.3%	-3.5%
CSc1nc(C)c(Cl)c(C)c1C#N	-0.5%	13.1%	-1.1%	-18.2%	2.0%	-5.3	-3.8%	-14.4%	-15.0%
COc1ccc(-c2n[nH]c(=S)n2Cc2ccccc2)cc1OC	0.0%	68.2%	?	-17.4%	1.8%	-1.6	-20.7%	-0.6%	-8.7%
CCCOc1cccc(C(=O)N(Cc2ccccc2)C2CCS(=O)(=O)C2)c1 (centres undefined)	15.6%	7.3%	0.2%	-13.5%	19.7%	-8.6	-13.5%	0.1%	-6.2%
CSc1ccc(CCNS(=O)(=O)c2ccc3c(c2)C(C)(C)C(=O)N3C)cc1	-6.1%&-1.8%	25.9%&5.0%	-28.3%&-19.2%	0.3%&11.9%	-8.8%	0.5&-7.7	-14.3%&-11.2%	-1.5%&-2.8%	-10.1%&-10.3%
COc1cc(OC)c(NC(=O)CCNC(=O)Cn2ccc3ccccc3c2=O)cc1Cl	-4.3%	18.7%	9.0%	-2.7%	-0.7%	-1.1	-4.8%	7.6%	-3.7%
CC(C)CCNC(=O)CCn1nc(-c2ccccc2)ccc1=O	-6.0%	36.5%	-7.2%	-33.1%	-3.3%	-1.3	-10.7%	-13.6%	-22.4%
CCOc1ccc(NC(=O)CN(C)C(=O)CCNC(=O)c2ccccc2Cl)cc1OCC	7.5%	.	-12.3%	1.5%	0.0%	-2.2	-19.1%	-0.4%	.

A portion of the library (hit frequency here may not be typical).
